Bioassay records deposited in PubChem by several laboratories.
NFkB transloc inh = inhibitors of IL-1B driven NFkB p65 nuclear import, primary screen, imaging, HUVEC, IL-1B stimulus, high-content imaging; HUVEC IL-1B NFkB p65 nuclear translocation imaging; inhibition, % at 2 µM; hit rate 0.43% among 94,000; AID 796, 2007;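 active = inhibition above about 30% together with a positive call from visual inspection of the well image, limit read from the data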;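 note: nuclear over cytoplasmic p65 intensity ratio measured by imaging; 0% = IL-1B stimulated DMSO wells and 100% = unstimulated DMSO wells; values of inactives mirror those of a sister screen read the other way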
PLAP inhibitors HTS = PLAP enzyme inhibitors, biochemical, luminescence, HTS (AID 690). inhibition, % at 20 µM, or IC50 in µM where a hit was titrated. purified PLAP, luminescent substrate; higher % means a stronger effect. hit rate 0.08% among 96,000; in the data active = a potency from the dose series; inactive = the rest, 99 in 100 with inhibition below about 30%; note: strong numbers were not always called active
Bcl-B displacement = displacers of TR3 peptide from Bcl-B, primary screen, selectivity assay for Bfl-1 inhibitor project, biochemical, fluorescence polarization; AID 748, 2007; displacement, % at 20 µM, or IC50 in µM where a hit was titrated; hit rate 0.11% among 96,000; FP displacement of FITC-TR3 peptide from Bcl-B; higher % means a stronger effect;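 active = displacement above 50% at 20 µM plus a fluorescence interference ratio under 1.5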;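 note: plate controls were wells without compound for no effect and wells lacking Bcl-B protein for full effect; a part of the inactive calls stands beside numbers as strong as those of hits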
IL1B NFkB pot = enhancers of NFkB p65 translocation in HUVEC – imaging, IL-1B stimulus, high-content imaging, primary screen; activation, % at 2 µM; HUVEC IL-1B NFkB p65 nuclear translocation imaging; hit rate 0.3% among 94,000; AID 819, 2007;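 active = activation above 40%, about the mean plus 3 SD, also judged a hit on visual image review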;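 note: percent activation is computed from the nuclear over cytoplasmic p65 intensity ratio; values of inactives mirror those of a sister screen read the other way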
MRP resist rev = reversal of MRP1-mediated doxorubicin resistance, primary screen, H69AR cells, doxorubicin co-treatment | H69AR cells + 2 uM doxorubicin, CellTiter-Glo, 72 h | hit rate 0.04% among 85,000 | differential viability (reversal), % at 10 µM | AID 602, 2007;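 active = viability drop by adding the cancer drug above about 55%, with treated viability meeting a 40% cutoff, limit read from the data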;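 note: viability without doxorubicin minus viability with 2 µM doxorubicin for each compound; larger differential means the compound sensitizes cells more to doxorubicin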
MRP resist rev cytotoxicity = second read-out of MRP resist rev, no call of its own (marks repeat the call); viability, %; H69AR cells, CellTiter-Glo, 72 h; measured here: cytotoxicity without doxorubicin
MRP resist rev with doxorubicin = second read-out of MRP resist rev, no call of its own (marks repeat the call); viability, %; measured here: viability with 2 uM doxorubicin; active compounds read low
NFkB transloc inh cell count 2 µM = also measured in NFkB transloc inh; calls as there; cell count; measured here: cells passing quality filter;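 raw number of nuclei counted in each imaged well without normalization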
IL1B NFkB pot cell count 2 µM = also measured in IL1B NFkB pot; calls as there; cell count; measured here: cells passing quality filter
* = called active by the depositor; . = no result given. This is a subset (hit frequency here may not be typical).

SMILES	NFkB transloc inh	NFkB transloc inh cell count 2 µM	PLAP inhibitors HTS	Bcl-B displacement	IL1B NFkB pot	IL1B NFkB pot cell count 2 µM	MRP resist rev	MRP resist rev cytotoxicity	MRP resist rev with doxorubicin
COc1cc(NC(=O)CSc2ncccc2C(=O)OC(C)C)cc(OC)c1	1	123	21%	-5%	-10	55	-11	78	90
Cc1ccc(S(=O)(=O)Nc2ccc(-c3nnc(SCC#N)n3C)cc2)cc1	-20	194	-18%	4%	20	194	3	94	91
CCN(CC)C(=O)CSc1nc(-c2ccc(C)cc2)nc2c1COC(C)(C)C2	-6	137	-43%	-12%	6	137	-12	87	99
Cc1nnc(SCC(=O)NC2CCCCC2)n(N)c1=O	-7	160	15%	-28%	7	160	.	.	.
CC(C)(C)NC(=O)Cc1ccc(S(=O)(=O)N2CCCC2)s1	14	159	-64%	-45%	-14	159	15	92	77
CC1(c2ccccc2)NC(=O)N(CC(=O)Nc2ccc3c(c2)OCO3)C1=O (configuration not stated)	-2	178	-18%	2%	2	178	.	.	.
CCOc1ccc(-c2nc(-c3ccc(OC)cc3)no2)cc1OCC	-20	215	19%	-7%	20	215	-4	75	79
CN(C)C(=O)CCc1nc(-c2ccc(C(C)(C)C)cc2)no1	-4	141	-29%	-8%	4	141	-43	66	108
CCC(=O)N1c2ccc(S(=O)(=O)CCC(=O)NCc3cccs3)cc2CC1C (configuration not stated)	0	149	28%	0%	0	149	-34	30	65
COC(=O)c1[nH]c2c(c1C)C(=O)CC(c1ccc(C)cc1)C2 (configuration not stated)	-15	74	23%	-5%	15	74	-11	70	80
O=C(O)COc1c(F)c(F)c(C(F)(F)F)c(F)c1F	.	.	-24%	4%	.	.	7	99	92
COc1cc(NCCCC(C)N)c2ncccc2c1 (configuration not stated)	-25	133	.	8.5µM*	25	133	-4	98	103
COc1cc2c(cc1NC(=O)c1cc(-c3ccncc3)nc3ccc(C)cc13)oc1ccccc12	3	128	-26%	-32%	-3	128	.	.	.
CCOC(=O)CCCn1nc(C)n2c(cc3sccc32)c1=O	3	95	.	.	-3	95	20	100	81
Cc1onc(-c2ccccc2Cl)c1C(=O)Nc1ccc(S(=O)(=O)N2CCCC2)cc1	-1	171	-1%	2%	1	171	-2	87	89
COc1ccc2[nH]c(C)c(CN3CCC(C)CC3)c(=O)c2c1	.	.	34%	-6%	.	.	4	90	87
O=C(c1ccccc1C(=O)N1CCN(c2ccccc2)CC1)N1CCN(c2ccccc2)CC1	-30	141	-31%	65%	30	141	6	101	95
COc1ccc(-c2nnc(SCC(=O)NC(C)c3ccccc3)o2)cc1OC (configuration not stated)	-17	149	-7%	-1%	17	149	-2	74	76
CCc1cc2cccc(C)c2nc1SCC(=O)c1ccc(NC(C)=O)cc1	-16	100	-1%	-8%	16	100	.	.	.
Cn1c(SCC2CCCO2)nnc1-c1ccncc1 (configuration not stated)	15	142	-64%	3%	-15	142	3	96	93
CSc1nnc(CSCc2ccc(Cl)cc2Cl)n1-c1ccccc1	7	194	-33%	0%	-7	194	.	.	.
CC(=O)c1cccc(NS(=O)(=O)c2ccc3c(c2)oc(=O)n3C)c1	-32	162	6%	-3%	32	162	16	92	76
Cc1nc(SCn2nnc3ccccc3c2=O)c2c(C)c(C)sc2n1	.	.	11%	-16%	.	.	-4	101	105
O=C1CC(N(O)C2CC(=O)N(Cc3ccccc3)C2=O)C(=O)N1Cc1ccccc1 (configuration not stated)	.	.	-6%	-9%	.	.	0	72	72

Grouped by structure: those above containing an NH in an aromatic ring (2)
SMILES	NFkB transloc inh	NFkB transloc inh cell count 2 µM	PLAP inhibitors HTS	Bcl-B displacement	IL1B NFkB pot	IL1B NFkB pot cell count 2 µM	MRP resist rev	MRP resist rev cytotoxicity	MRP resist rev with doxorubicin
COC(=O)c1[nH]c2c(c1C)C(=O)CC(c1ccc(C)cc1)C2 (configuration not stated)	-15	74	23%	-5%	15	74	-11	70	80
COc1ccc2[nH]c(C)c(CN3CCC(C)CC3)c(=O)c2c1	.	.	34%	-6%	.	.	4	90	87

Later entries:
SMILES	NFkB transloc inh	NFkB transloc inh cell count 2 µM	PLAP inhibitors HTS	Bcl-B displacement	IL1B NFkB pot	IL1B NFkB pot cell count 2 µM	MRP resist rev	MRP resist rev cytotoxicity	MRP resist rev with doxorubicin
Cc1nnc(NC(=O)c2ccc(C)c(S(=O)(=O)N3CCOCC3)c2)s1	-10	181	-9%	-3%	10	181	12	98	86
O=C(CSc1nnc(-c2ccccc2Br)o1)N1CCN(C(=O)c2ccco2)CC1	9	97	-77%	-8%	-9	97	0	76	75
COc1ccc(C(=O)Nc2cc(C(F)(F)F)ccc2-n2cncn2)cc1	-2	119	16%	5%	2	119	-12	81	93
CCOc1ccccc1OCCn1ncc2ccc(OC)c(OC)c2c1=O	-3	145	1%	4%	3	145	-11	99	111
CCCSc1nnc2c(n1)OC(c1cccn1C)N(C(C)=O)c1ccccc1-2 (configuration not stated)	-10	176	-7%	-12%	10	176	.	.	.
CCOc1cc(NS(=O)(=O)CC)c(OCC)cc1NC(=O)c1ccco1	-14	133	-12%	8%	14	133	-7	74	82
O=C(NC1(C(F)(F)F)C(=O)Nc2c1c(=O)[nH]c(=O)n2-c1ccc(F)cc1)c1cccnc1 (configuration not stated)	9	181	-21%	-5%	-9	181	3	94	91
Cc1cc(C)n2c(=S)[nH]nc2n1	4	101	-3%	-8%	-4	101	5	97	92
CC(=O)OC1C(OC(C)=O)N(C(C)=O)C(=O)N1C(C)=O (configuration not stated)	4	132	-3%	6%	-4	132	-3	90	94
OC(COc1ccc2ccccc2c1)Cn1ccnc1 (configuration not stated)	3	100	-53%	-7%	-3	100	0	83	83
COc1cc(-c2n[nH]c(=O)o2)cc(OC)c1OC	-22	114	.	.	22	114	5	109	104
Cn1nc(-c2ccc(Cl)cc2)c2cc(C(=O)N3CCN(c4ccccn4)CC3)sc21	-23	194	-58%	-6%	23	194	-17	55	73
O=C(Nc1ncn[nH]1)c1c(Cl)ccc(Cl)c1Cl	18	84	-27%	-4%	-18	84	-1	79	80
Cn1c(=O)c2c(nc(NCc3ccco3)n2C)n(C)c1=O	-9	141	5%	-2%	9	141	6	90	83
COc1cc2[nH]c(=O)n(Cc3ccc(C(=O)NCCCN4CCC(C)CC4)cc3)c(=O)c2cc1OC	-11	166	-49%	7%	11	166	.	.	.
CC(C)NC(=O)NC(=O)COC(=O)C1CCCN1C(=O)c1cccs1 (configuration not stated)	-10	170	10%	-13%	10	170	11	98	87
CCCSc1n[nH]c(NC(C)=O)n1	.	.	-2%	-2%	.	.	-11	93	104
Cn1c(SCC(=O)c2ccc(-c3ccccc3)cc2)nnc1-c1ccco1	-14	150	20%	-81%	14	150	-24	70	94
O=C(NCCNCCO)c1c(O)c2cccc3c2n(c1=O)CCC3	-10	100	-41%	-2%	10	100	-7	70	77
COc1cc(CNc2cc(C)ccc2C)cc(OC)c1OC	-1	78	-70%	-2%	1	78	-14	62	75
O=C(CCN1CCN(c2ccc(Cl)cc2)CC1)Nc1nccs1	-3	192	-2%	1%	3	192	18	85	68
O=C(CCn1c(=O)sc2ccccc21)Nc1nc2ccccc2s1	-38	185	8%	-3%	38	185	0	74	74
CCC(=O)Oc1c(S(=O)(=O)c2ccc(C)cc2)c(C)nn1C(C)(C)C	9	112	-5%	-10%	-9	112	10	105	96
CC(=O)CC(=O)NC1C2CC3CC(C2)CC1C3 (configuration not stated)	10	90	-44%	-13%	-10	90	2	94	92

Given with bars between the fields: entries from further up
smiles | NFkB transloc inh | NFkB transloc inh cell count 2 µM | PLAP inhibitors HTS | Bcl-B displacement | IL1B NFkB pot | IL1B NFkB pot cell count 2 µM | MRP resist rev | MRP resist rev cytotoxicity | MRP resist rev with doxorubicin
CCC(=O)N1c2ccc(S(=O)(=O)CCC(=O)NCc3cccs3)cc2CC1C (configuration not stated) | 0 | 149 | 28% | 0% | 0 | 149 | -34 | 30 | 65
COC(=O)c1[nH]c2c(c1C)C(=O)CC(c1ccc(C)cc1)C2 (configuration not stated) | -15 | 74 | 23% | -5% | 15 | 74 | -11 | 70 | 80
O=C(O)COc1c(F)c(F)c(C(F)(F)F)c(F)c1F | . | . | -24% | 4% | . | . | 7 | 99 | 92
COc1cc(NCCCC(C)N)c2ncccc2c1 (configuration not stated) | -25 | 133 | . | 8.5µM* | 25 | 133 | -4 | 98 | 103

Next results.
SMILES	NFkB transloc inh	NFkB transloc inh cell count 2 µM	PLAP inhibitors HTS	Bcl-B displacement	IL1B NFkB pot	IL1B NFkB pot cell count 2 µM	MRP resist rev	MRP resist rev cytotoxicity	MRP resist rev with doxorubicin
Cc1ccc(S(=O)(=O)C2(C(=O)N(C)C3CCCCC3)CC2)cc1	-15	153	-7%	-8%	15	153	-11	92	104
c1cnc(SCCOc2ccc3c(c2)CCC3)nc1	-17	77	24%	-4%	17	77	6	94	88
COc1cc(/C=N/NC(=O)c2sc(N)c(C#N)c2C)cc(Br)c1O	-17	191	12%	-20%	17	191	.	.	.
CC(C)c1nnc(NC(=O)CCC(=O)NCc2ccco2)s1	13	103	-34%	-6%	-13	103	.	.	.
CN1CCN(NC(=O)c2cccc(F)c2)CC1	1	124	-21%	12%	-1	124	.	.	.
CCOC(=O)COc1cccc2c(=O)n(CC(=O)N3CCCc4ccccc43)ccc12	11	162	-5%	0%	-11	162	6	89	83
COc1ccc2[nH]c3ccc(OC)cc3c2c1	.	.	25%	-2%	.	.	7	86	78
COc1ccc(CCNC(=O)c2cc(-c3cc(C)ccc3O)n[nH]2)cc1OC	4	142	-195%	2%	-4	142	-5	74	79
O=C1c2ccccc2C(Nc2ccc(S(=O)(=O)N3CCOCC3)cc2)N1Cc1ccco1 (configuration not stated)	2	102	-19%	11%	-2	102	-5	67	71
O=c1[nH]c2ccsc2c(=O)n1-c1ccc(F)cc1	-29	147	-11%	-9%	29	147	-12	89	101
O=C(c1cc2ccccc2oc1=O)N1CCN(C(=O)C2CCCO2)CC1 (configuration not stated)	13	119	-13%	3%	-13	119	-15	87	102
O=C(c1ccccc1F)N1CCN(c2ncccn2)CC1	6	119	-10%	-3%	-6	119	-13	81	94
CCOC(=O)c1cc(C#N)c(Oc2ccccc2)nc1-c1ccccc1	-1	125	-11%	-7%	1	125	.	.	.
C=CCN1C(=O)S/C(=C\c2ccc(N3CCOCC3)cc2C)C1=O	4	189	5%	-62%	-5	189	.	.	.
COc1cccc(C(=O)COC(=O)c2ccc(NC(=O)c3ccccc3)cc2)c1	-7	108	.	.	7	108	.	.	.
CCCCCn1c(=O)[nH]c2cc(C(=O)N3CCN(CC)CC3)ccc2c1=O	-9	184	-59%	10%	9	184	3	80	77
Cc1ccc(-c2ccc(/C=N/NC(=S)Nc3ccccc3)o2)cc1[N+](=O)[O-]	-11	141	12%	0%	11	141	.	.	.
O=C(c1ccccc1)c1ccc(N2CCCC2)cc1	-40	123	1%	-18%	40	123	-15	48	63
COC(=O)c1ccccc1NC(=O)c1cc2nc(C3CC3)cc(C(F)(F)F)n2n1	4	134	6%	-14%	-4	134	.	.	.
COc1cc2[nH]c(=O)n(Cc3ccc(C(=O)NCC4CCCO4)cc3)c(=O)c2cc1OC (configuration not stated)	-18	118	2%	0%	18	118	6	90	84
C=CCn1c(Cc2csc(N)n2)nnc1SCC(=O)Nc1ccccc1C(F)(F)F	-11	174	22%	-2%	11	174	11	99	88
Cn1c(=O)c2c(nc(CN3CCc4ccccc4C3)n2Cc2ccccc2F)n(C)c1=O	1	152	-16%	-3%	-1	152	25	78	53
Cc1ccc(C(=O)N(CN2CCCC2=O)c2ccc(F)cc2)cc1	0	198	-11%	5%	0	198	6	88	83
COc1ccc(OC)c(NC(=O)C2CCN(c3cc(-c4ccccc4)nc4ncnn34)CC2)c1	-18	192	22%	10%	17	192	2	62	60
Cc1ccc(-n2ncc3c(NCc4ccccn4)ncnc32)c(C)c1	5	208	-97%	9%	-5	208	0	91	91
COC(=O)c1[nH]c2ccc(Br)cc2c1NC(=O)Oc1ccccc1	-16	118	-9%	2%	16	118	-14	81	94
O=C1CC(N(O)c2ccccc2)C(=O)N1c1cc(Cl)cc(Cl)c1 (configuration not stated)	-9	132	-22%	-2%	9	132	13	102	89
